LANA DNA inh – KSHV C-LANA DNA binding inhibition; inhibition, % at 9 µM; AID 504423; MBP-C-LANA/FAM-LBS DNA binding, fluorescence polarization; 0.078% of 340,000 active;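 active means highest replicate inhibition at or above 60% at 9 µM, even if other replicates fall short; inactive means all replicates below 60% inhibition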;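 further: 0% = neutral control wells and 100% = 4 µM acridine orange control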
Arrestin-AP2 inh – blocks beta-arrestin peptide binding to AP2 adaptin. inhibition, % at 10 µM. FITC-arrestin peptide / GST-AP2 beads, flow cytometry; AP2 beta2 appendage carries R879A mutation. 0.31% of 340,000 active. AID 504490;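 active means inhibition above a set limit, near 3 SD of compounds lacking own fluorescence, cut at about 54% in these data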;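 further: plate controls were DMSO wells for no effect and 5 µM unlabelled arrestin peptide for full effect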
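Material – AP2 appendage R879A on GSH beads · Buffer or medium – PBS with 0.05% Tween 20 and 0.1% BSA · Probe or stimulus – fluorescein-tagged arrestin peptide at 50 nM final · Incubation – compound with beads 12 min RT, then probe 1 h RT · Detection – high-throughput flow cytometry of beads, ex 488, em 535 nm · Evaluation – percent response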
Cardiac RTF inh – cardiac RTF calcium desensitization; P19429+P45379; IANBD-labeled cardiac RTF, Ca2+ fluorescence; inhibition, % at 7.15 µM; 0.12% of 340,000 active; AID 493244;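 active means inhibition above the mean inhibition of all tested compounds plus 3 SD, cut at about 17% in these data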;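 further: assay run at fixed EC70 calcium of 1.6 mM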
MOR-DOR inv ag – inverse agonist of human OPRM1-OPRD1 heterodimerization | P35372+P41143 | cell-based MOR-DOR heterodimer luminescence, inverse agonism | inhibition, % at 9.3 µM | 0.21% of 340,000 active | AID 504357; in the data active means inhibition above about 22%, passing the limit was not always enough;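 further: 0% = cells with DMSO and 100% = wells without cells with DMSO; values of inactives mirror those of a sister screen read the other way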
RTF Ca sens act – increases calcium sensitivity of human cardiac regulated thin filaments; activation, % at 7.2 µM; P19429+P45379; IANBD-labeled TnC RTF fluorescence at EC20 calcium; 0% EC20 calcium, 100% full calcium; 0.24% of 340,000 active;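 active means activation above the mean over all tested compounds plus 3 SD, cut at about 30% in these data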;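 further: rise in fluorescence read as greater calcium sensitivity of cardiac thin filaments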
V-ATPase pH – regulators of yeast V-ATPase proton transport | response, % at 10 µM | S. cerevisiae, pHLuorin cytosolic pH fluorescence | AID 504577 | 0.37% of 350,000 active; in the data active means response mostly above about 7.3%, no sharp cut-off; inactive means mostly below about 5.4%; further: actives read high; inactives centre near 0; some compounds called inactive have numbers as strong as hits; reference of the scale not given here
Wnt bcat act – activates Wnt/beta-catenin signaling in a reporter cell assay | activator, plate reader | activation, % at 9.35 µM | 1.2% of 300,000 active; in the data active means activation above about 30%, passing the limit was not always enough;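 further: 0% = neutral control wells and 100% = positive control wells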
Pemphigus Ab inh – blocks pemphigus antibody binding to human desmoglein-3; binding (percent of control), % at 10 µM; 0.48% of 310,000 active; DSG3-coupled beads, scFv-anti-DSG3-GFP binding, flow cytometry; stronger effect = lower value;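 active means binding more than 3 SD below its plate's average and above zero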;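 further: hits lower antibody fragment binding to DSG3; some compounds called inactive have numbers as strong as hits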
Target sequence (P32926 whole entry, looked up, the tested form may be a part): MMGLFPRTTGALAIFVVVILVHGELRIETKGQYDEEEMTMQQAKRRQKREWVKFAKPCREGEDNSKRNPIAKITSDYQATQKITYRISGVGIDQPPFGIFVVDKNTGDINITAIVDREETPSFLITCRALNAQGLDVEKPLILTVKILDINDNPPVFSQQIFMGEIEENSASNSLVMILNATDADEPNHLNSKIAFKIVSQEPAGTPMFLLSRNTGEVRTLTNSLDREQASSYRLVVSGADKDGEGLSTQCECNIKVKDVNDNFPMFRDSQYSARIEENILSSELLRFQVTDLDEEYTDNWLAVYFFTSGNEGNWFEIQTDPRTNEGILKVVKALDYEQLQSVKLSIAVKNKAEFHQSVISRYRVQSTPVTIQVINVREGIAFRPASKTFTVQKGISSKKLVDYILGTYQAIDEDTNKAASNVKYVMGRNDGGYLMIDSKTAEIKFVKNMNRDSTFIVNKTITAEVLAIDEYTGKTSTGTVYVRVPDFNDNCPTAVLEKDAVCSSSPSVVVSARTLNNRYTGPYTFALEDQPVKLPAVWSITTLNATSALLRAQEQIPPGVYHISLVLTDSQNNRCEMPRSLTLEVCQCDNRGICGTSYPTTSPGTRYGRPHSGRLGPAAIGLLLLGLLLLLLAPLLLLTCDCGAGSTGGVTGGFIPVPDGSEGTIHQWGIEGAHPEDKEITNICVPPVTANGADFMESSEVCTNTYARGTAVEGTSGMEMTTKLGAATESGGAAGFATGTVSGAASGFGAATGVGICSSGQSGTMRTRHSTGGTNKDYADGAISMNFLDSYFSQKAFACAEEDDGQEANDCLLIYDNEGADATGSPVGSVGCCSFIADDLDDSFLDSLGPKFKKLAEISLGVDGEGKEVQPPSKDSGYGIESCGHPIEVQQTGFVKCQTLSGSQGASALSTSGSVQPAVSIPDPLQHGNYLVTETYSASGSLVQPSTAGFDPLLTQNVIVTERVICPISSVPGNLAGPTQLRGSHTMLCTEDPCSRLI
Keap1 Nrf2 FP – Keap1-Nrf2 (human) interaction inhibition; Q14145; Keap1 Kelch-Nrf2 peptide fluorescence polarization, 1536-well; inhibition, % at 9.4 µM; 0.15% of 340,000 active; in the data active means inhibition above about 12%;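 further: human Keap1 Kelch domain with fluorescein labeled Nrf2 9mer peptide probe; 0% = neutral control wells and 100% = peptide positive control; higher means more block of Keap1 binding to Nrf2 peptide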
OPRM1-OPRD1 ag – OPRM1-OPRD1 heterodimerization agonism; cells, luminescence; 0.3% of 340,000 active; AID 504326; activation, % at 9.3 µM; P35372+P41143; in the data active means activation above about 18%;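 further: 0% = vehicle-treated cells and 100% = reference agonist; values of inactives mirror those of a sister screen read the other way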
Active calls of the source: *; · = not tested or not shown.

SMILES	LANA DNA inh	Wnt bcat act	Arrestin-AP2 inh	V-ATPase pH	RTF Ca sens act	OPRM1-OPRD1 ag	Pemphigus Ab inh	MOR-DOR inv ag	Cardiac RTF inh	Keap1 Nrf2 FP
COc1ccc2[nH]c(=O)c(CN(Cc3ccccc3)Cc3nnnn3CC3CCCO3)cc2c1 (centres undefined)	-1.1	-7	7	2	0	-1.1	81	6	-1	-5
COCCCn1c(=O)c2ccccc2n(Cc2ccc(C)cc2)c1=O	3.7	-1	0	-3	-2	-0.1	106	1	-2	-3
CC(C)C[C@@H](CO)N(Cc1ccccc1)S(=O)(=O)N(Cc1ccccc1)[C@H](CO)CC(C)C	1.9	·	7	-1	-6	9.5	·	-53	-11	7
Cc1ccc(NC(=O)Cc2noc3ccccc23)cc1	-1.1	·	-2	2	0	0.0	·	0	0	-7
COc1ccccc1N1CCN(C2CCCN(C(=O)CCC(C)=O)C2)CC1 (centres undefined)	-2.9	-1	-3	1	0	-0.8	120	4	-10	-1
CCOc1cccc2cc(-c3nnc(NCc4ccc5c(c4)OCO5)s3)c(=O)oc12	3.0	-18	-2	-1	-1	-1.4	91	7	-6	-1
Cc1ccc(N)cc1NC(=O)CN1CCOCC1	-2.4	9	49	-4	7	-1.2	101	6	2	-1
CCOC(=O)c1nn(-c2ccc(F)cc2)cc1O	0.1	20	10	7	0	-0.7	105	4	0	-7
C/C(=N\NC(=O)c1ccc(Br)cc1)c1ccccc1	0.5	·	-46	0	4	-2.8	110	14	-11	0
COc1ccccc1C1(CCN=Cc2ccc(N(C)C)cc2)CCOC(C)(C)C1 (centres undefined)	-1.2	-3	-6	-4	0	-1.0	87	5	-3	-3
Cn1ncc2c(=O)n(/N=C/c3ccccc3)cnc21	1.1	4	3	2	7	-0.5	95	4	-14	-4
O=C(COC(=O)[C@@H]1CCCN1S(=O)(=O)c1ccccc1F)Nc1ccc(OC(F)F)cc1	1.2	-2	-4	2	-2	-4.6	100	22	-5	-2
COc1ccc(NC(=O)CC(Cc2ccccc2)C(=O)O)cc1 (centres undefined)	1.8	-3	1	-1	-4	-4.3	99	20	-6	3
CN(C)S(=O)(=O)c1cccc(NC(=O)Cn2cc(C(F)(F)F)cc(Cl)c2=O)c1	-2.6	0	5	-1	1	-0.7	94	4	1	-4
CCC1([N+](=O)[O-])COC(C=Cc2ccccc2)OC1 (centres undefined)	0.2	-7	-1	6	-3	-2.5	112	12	-1	0
COc1ccc(CN2C(=O)c3cccnc3C2=O)cc1S(=O)(=O)NCc1ccc(C)cc1	-1.3	-1	1	4	-1	-2.8	·	14	-6	0
CN(Cc1ccccc1)C(=O)c1ccc(NC(=O)c2ccccc2)cc1	-0.4	0	-1	3	1	-1.7	113	9	-1	-1
CC(C)(C)C1CCc2c(C(=O)N/N=C/c3cccs3)csc2C1 (centres undefined)	-0.4	19	0	2	-4	1.9	99	-10	-12	7
O=C(COc1ccccc1O)c1cccs1	-0.6	·	-1	1	6	-1.7	101	9	-15	0
COc1ccc(S(=O)(=O)N2CCC3(CC2)OCCO3)cc1	-0.8	-2	-1	0	-5	-3.6	102	17	1	-4
Cc1ccc(NC(=O)COC(=O)CCC(=O)c2cccs2)cc1C	1.2	-2	-31	-3	-6	-0.9	·	4	3	-7
NC(=O)C1CCN(CC(=O)NCc2ccccc2)CC1	2.0	-1	-5	5	1	-2.0	110	12	-18	-3
Cc1cc(C)nc(NS(=O)(=O)c2ccc(NC(=O)CCCN3C(=O)c4ccccc4C3=O)cc2)n1	-0.8	·	8	-4	3	-0.8	100	5	-5	0
COc1ccc(/[N+]([O-])=C/c2ccco2)cc1	-0.4	46*	27	-1	-5	1.6	105	-9	-7	-3
Cc1nc(C)c(N)c(=O)[nH]1	-1.4	-2	2	-2	2	-2.6	94	13	0	4
COc1cccc(NC(=O)CN(C)C(=O)c2cc3ccccc3cc2OC)c1	-0.9	-4	3	-2	-2	-3.4	77	15	2	-4
C#CCn1c(=NC(=O)c2ccccc2[N+](=O)[O-])sc2cc(S(C)(=O)=O)ccc21	-1.4	-4	18	-4	0	3.6	·	-18	7	-1
COc1ccccc1/C=C1\NC(=S)N(CC2CCCO2)C1=O (centres undefined)	-0.5	·	5	4	3	-2.4	106	14	-4	-6
Cc1nn2cc(-c3cccc(Cl)c3)cnc2c1Br	0.5	6	-15	1	-4	10.0	·	-45	-14	-1
Cc1nc2ncnn2c(C)c1CCC(=O)N1CCc2ccccc21	1.0	·	8	-4	3	-1.8	116	9	-6	-1
CCN(CC)c1ccc(/C=N/NC(=S)NCc2ccc(OC)cc2)cc1	-0.7	-11	10	-3	-3	-3.3	86	16	4	9
O=C(c1ccc(F)cc1)N1CCC2(CC1)NCCc1[nH]cnc12	-1.0	6	4	-2	5	-0.4	105	2	2	-1
COC(=O)CSc1nc(SC)nc2c1sc1nc(-c3ccco3)c3c(c12)CC(C)(C)OC3	-0.5	26	46	2	-1	-1.8	94	10	-8	-1
CC(C)NC(=O)NC(=O)COC(=O)c1ccc([N+](=O)[O-])cc1Cl	-1.8	-1	-3	2	-4	5.7	102	-28	-1	0
Cc1cc2c(cc1C)NC(c1c(C)n(C)n(-c3ccccc3)c1=O)C1=C(CC(C)(C)CC1=O)N2 (centres undefined)	12	25	6	-12	13	-0.1	105	1	-31	-3
C=CCn1c(-c2ccccc2)nc(=S)c2c1CC(C)(C)OC2	-0.5	·	0	1	2	-0.1	98	1	-11	7
CC(C)c1ccc(C(C)NCCS(=O)(=O)c2ccc(Br)cc2)cc1 (centres undefined)	-0.6	0	21	-3	-8	1.2	100	-8	-9	1
CN(C)c1ccc(NC(=S)c2ccc3ccccc3n2)cc1	2.2	0	-11	2	0	-3.4	90	18	-1	2
Cc1occc1-c1nnc(SCC(=O)NCCc2ccccc2)o1	0.2	0	-13	2	0	-1.9	106	11	2	1
CCc1ccc(-c2ccc(C(=O)C(F)(F)F)[nH]2)cc1	1.4	·	0	2	10	1.3	98	-8	-2	-2
CCCCSc1nsc(NC(C)=O)n1	0.5	44*	0	2	3	0.0	103	0	-7	5
O=C(CN1C(=O)NC2(CCCC2)C1=O)N1CCN(c2ccc(C(F)(F)F)cc2[N+](=O)[O-])CC1	0.9	-5	-9	-1	-4	-2.5	103	13	1	-1
O=C(Nc1ccccc1)c1cc(Cl)nc2ccccc12	0.3	·	-1	-1	-3	-1.2	94	8	5	-4
CC(C)C[C@@H](CN)NC(=O)c1nc[nH]c1C(=O)N[C@@H](Cc1c[nH]c2ccccc12)C(=O)CNC[C@H](C)NC(=O)c1nc[nH]c1C(=O)N[C@@H](C)C(=O)O	-1.8	-2	-7	-1	-4	-4.0	169	19	-6	-2
Cc1ccc(N2C=Nc3ccc(C)c4nc(C)cc2c34)cc1	1.1	·	-12	-3	-1	-1.0	101	4	0	1
CC(C)C(=O)Nc1cccc(COc2ccc(CN(Cc3ccccc3)C(=O)OC(C)(C)C)cc2)c1	0.5	-2	33	-4	-7	0.6	91	-3	2	1
NC(=O)CSc1oc(-c2ccco2)nc1S(=O)(=O)c1ccccc1	0.8	-1	0	-6	0	-2.2	105	12	-9	-3
Cc1nc2ccccc2n1C(C)c1ccccc1 (centres undefined)	-0.6	-1	-19	4	2	-2.8	111	13	0	-3
COc1cc(/C=N/N2CCCCC2)cc([N+](=O)[O-])c1O	2.0	0	13	-1	-3	-1.3	89	7	-4	2
COc1ccc(CNC(=O)C2CCCN(S(=O)(=O)c3cc(C)ccc3OC)C2)cc1 (centres undefined)	0.0	·	1	-11	1	0.6	98	-3	-9	2
O=C(O)CCNc1ccc(NCCC(=O)O)c2c1C(=O)c1ccccc1C2=O	55	0	13	-2	7	-1.9	78	10	-22	13*
CC(C)(C)c1ccc(C(=O)Nc2ccc(N3CCOCC3)cc2)cc1	-1.1	-2	-2	1	-6	-5.1	123	23	2	-4
O=C(NN1CCN(Cc2ccccc2Cl)CC1)c1ccc(Br)cc1	0.1	-3	7	0	2	0.5	98	-3	-1	1
Cc1cnc(C(=O)Nc2nnc(C(C)C)s2)cn1	-0.1	32*	18	-3	-4	-1.9	·	11	-5	-2
CCC(CC)C(=O)NCCc1ccc(S(N)(=O)=O)cc1	0.9	-3	8	1	2	-2.1	100	9	-5	-1
Cc1ccc2cc(C(c3nnnn3CC3CCCO3)N3CCCC4(CCCCC4)C3)c(=O)[nH]c2c1 (centres undefined)	2.2	·	20	1	3	-1.1	101	6	-3	-5
COc1ccc(C(=O)N2CCN(C(C)=O)CC2)cc1S(=O)(=O)N1CCOCC1	-2.0	7	5	3	2	-2.8	94	13	-13	2
CCOC(=O)C1=C(c2ccccc2)N=C2SCC(=O)N2C1c1ccc(OCC)c(OCC)c1 (centres undefined)	-0.6	·	-10	0	-1	-0.6	96	4	-5	-1
Cc1cccc(S(=O)(=O)Nc2nc3ccccc3nc2OC(C)C)c1	-3.6	-1	-13	2	3	-1.8	101	9	-6	-2
COC(=O)c1cccc(S(=O)(=O)N2CCOCC2)c1	0.7	-4	-1	-1	-1	-1.5	·	9	-5	0

Screens from PubChem BioAssay.
